Source: PubChem BioAssay
DRD3 antagonist – qHTS of D3 Dopamine Receptor Antagonist: qHTS; D(3) dopamine receptor (Homo sapiens), P35462; D3R cells, DiscoveRx beta-arrestin luminescence, antagonist mode; hits give low values; max response, negative = inhibition, %; 360,000 compounds, 2.5% hits; AID 652054, 2013; in the data active = max response below about -50%; inconclusive = no clear call, values can overlap the other calls; note: % is set by controls: 0 for no effect and ±100 for the full control effect; mostly tested at two doses, the higher about 12 µM
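Cells plated overnight at 1500 cells/well, then exposed to library compounds with dopamine controls for 90 minutes at 37 degrees C. DiscoveRx reagent added for 30–60 minutes at room temperature; luminescence read, quantitative HTS format.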
GLP1R inv ag – qHTS of GLP-1 Receptor Inverse Agonists (Inhibition Mode); Glucagon-like peptide 1 receptor (Homo sapiens), P43220; HEK293 GLP-1R CRE-luciferase, luminescence, 24 h; GLP-1R form is constitutively active; Potency, µM (highest dose often 38.3 µM), for inactives: at the top dose activity change, negative = inhibition, usual class: inhibitors; 410,000 compounds, 1.6% hits; AID 624417, 2012; note: potency is the fitted concentration of half-maximal effect; % is set by controls: 0 for no effect and ±100 for the full control effect; nearly all actives have a fitted effect of over 55% in size
Target sequence (P43220 whole entry, looked up): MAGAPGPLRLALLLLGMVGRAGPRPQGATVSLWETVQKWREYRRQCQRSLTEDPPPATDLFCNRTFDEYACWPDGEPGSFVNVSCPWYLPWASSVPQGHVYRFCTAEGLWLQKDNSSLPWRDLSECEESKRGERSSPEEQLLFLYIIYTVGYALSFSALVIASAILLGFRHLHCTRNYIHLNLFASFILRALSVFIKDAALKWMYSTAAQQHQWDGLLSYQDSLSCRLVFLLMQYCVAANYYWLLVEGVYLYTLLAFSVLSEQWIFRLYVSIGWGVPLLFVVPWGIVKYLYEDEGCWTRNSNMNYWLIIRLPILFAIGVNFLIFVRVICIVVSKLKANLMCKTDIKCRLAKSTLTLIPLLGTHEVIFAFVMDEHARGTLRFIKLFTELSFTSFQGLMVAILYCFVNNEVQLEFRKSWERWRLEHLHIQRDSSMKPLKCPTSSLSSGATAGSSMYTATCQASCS
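Using stably transfected HEK293 (constitutively active GLP-1R, cAMP-luciferase reporter), compounds were incubated 24 hr and luciferase measured by luminescence.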
PTHR1 agonist – qHTS for PTHR1 Agonists: Primary Screen. HEK293 GP2 PTHR1 cells, GloSensor cAMP luminescence, 1 h. Potency, µM (highest dose often 115 µM), without a hit: at the top dose activation, usual class: activators. 410,000 compounds, 0.075% hits. AID 743266, 2014; note: potency is the fitted concentration of half-maximal effect; nearly all actives have a fitted effect of over 55% in size; some results filed as inactive show a strong effect at the top dose; inactives centre near -15; many of its hits are not listed in these tables
Target sequence (Q03431 whole entry, looked up): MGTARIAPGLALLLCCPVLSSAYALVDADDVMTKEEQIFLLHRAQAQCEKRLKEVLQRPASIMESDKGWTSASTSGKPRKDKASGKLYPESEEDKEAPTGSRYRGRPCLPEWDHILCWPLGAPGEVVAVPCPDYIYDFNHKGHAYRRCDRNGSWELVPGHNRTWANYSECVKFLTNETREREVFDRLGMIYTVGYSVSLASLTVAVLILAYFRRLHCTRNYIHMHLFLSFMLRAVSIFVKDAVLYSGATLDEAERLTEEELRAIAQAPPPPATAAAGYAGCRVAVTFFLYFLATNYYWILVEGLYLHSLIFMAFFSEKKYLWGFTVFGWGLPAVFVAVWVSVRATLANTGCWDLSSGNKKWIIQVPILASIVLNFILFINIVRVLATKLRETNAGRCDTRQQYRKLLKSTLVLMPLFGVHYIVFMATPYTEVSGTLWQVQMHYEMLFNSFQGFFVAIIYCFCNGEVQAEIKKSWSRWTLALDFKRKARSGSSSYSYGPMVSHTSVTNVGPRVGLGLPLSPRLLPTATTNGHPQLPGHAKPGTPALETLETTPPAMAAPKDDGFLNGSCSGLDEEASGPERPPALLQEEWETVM
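HEK-293-derived GP2 cells expressing PTHR1 and a GloSensor cAMP reporter, 3,000/well, plated overnight, given luciferin plus IBMX (each 0.5 mM as added) for 1 h at 37 °C, then compound for 1 h at 37 °C. Luminescence was read after 15 min at room temperature.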
aSyn rescue – qHTS of alpha-syn Inhibitors. Yeast expressing alpha-synuclein, growth rescue, BacTiter-Glo, 24 h. Potency, µM (highest dose often 46.1 µM), for inactives: at the highest dose growth rescue (activation), most hits filed as activators. 370,000 compounds, 0.14% hits. AID 652106, 2013; note: potency is the fitted concentration of half-maximal effect; % of control where 0% means no effect; nearly all actives have a fitted effect of over 65% in size
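Readout is rescue of growth in alpha-synuclein-expressing yeast, so inhibitors of toxicity appear as activators. Growth after 24 hr at 30 deg C in galactose medium is quantified by luminescence.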
GLP-1R agonist – qHTS of GLP-1 Receptor Agonists; HEK293 GLP-1R CRE-luciferase, luminescence, 4-6 h; cells express a hypersensitive GLP-1R form; AID 624172, 2012; Potency, µM (titrated, usually from 45.6 µM), for the others: at the top dose activation, most hits filed as activators; Glucagon-like peptide 1 receptor (Homo sapiens), P43220; 380,000 compounds, 0.007% hits; note: potency is the fitted concentration of half-maximal effect; % of control where 0% means no effect
D3 ag – qHTS of D3 Dopamine Receptor Agonist: qHTS; 410,000 compounds, 0.58% hits; AID 652048, 2013; D3R DiscoveRx beta-arrestin cells, luminescence, 90 min; max activation, %; D(3) dopamine receptor (Homo sapiens), P35462; in the data active = max activation above about 30%; note: 0% is about no effect; mostly tested at two doses, the higher about 12 µM
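Cells at 1500/well, incubated overnight, then treated with pinned compounds (dopamine as control) for 90 min at 37 degrees C. DiscoveRx reagent added for 30 - 60 minutes at room temperature; luminescence read.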
GLP1R cytotox – qHTS of GLP-1 Receptor Inverse Agonists: Cytotox Screen; HEK293 cAMP-luciferase reporter cells, luminescence, 24 h; Potency, µM (titrated, usually from 38.3 µM), without a hit: top-dose activity change, negative = inhibition, usual class: inhibitors; 410,000 compounds, 0.13% hits;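 note: loss of luciferase light is scored as toxicity; potency is the fitted concentration of half-maximal effect; % is set by controls: 0 for no effect and ±100 for the full control effect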
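Cells in DMEM/10% Nu serum/1% pen-strep, 1536-well format. Pre-incubated 12 h, dosed with 23 nL compound, incubated a further 24 h. Luciferase detection, 12 min at room temp, luminescence.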
KB-V1 MDR tox – qHTS assay for MDR1-selective chemotherapeutics: Primary screen using the drug-selected MDR subline cells KB-V1. KB-V1 MDR cells viability, CellTiter-Glo, 72 h. Potency, µM (doses to about 46.1 µM), without a hit: at the highest dose activity change, negative = cytotoxicity, actives largely listed as cytotoxic. 400,000 compounds, 3.4% hits. AID 1347076, 2019; note: potency is the fitted concentration of half-maximal effect; % is set by controls: 0 for no effect and ±100 for the full control effect; nearly all actives have a fitted effect of over 60% in size
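qHTS viability screen in drug-selected KB-V1 MDR cells: 72 h compound treatment at 37 degrees C, ATP luminescence end point.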
TDP43 rescue – qHTS of TDP-43 Inhibitors; TDP-43 expressing yeast growth rescue, BacTiter-Glo, 24 h; Potency, µM (doses to about 46.1 µM), for inactives: at the highest dose growth rescue (activation), most hits filed as activators; 410,000 compounds, 1.8% hits; note: potency is the fitted concentration of half-maximal effect; % of control where 0% means no effect; nearly all actives have a fitted effect of over 50% in size
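Cell-based yeast growth screen: TDP-43 expression induced in galactose, inoculum OD600=0.02 after raffinose pregrowth to mid-log. Read-out BacTiter-Glo luminescence at 24 hr, 30 deg C; inhibition of toxicity seen as signal increase.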
An asterisk follows results filed as active; i = inactive; ? = inconclusive; . = not tested or not shown; & = joins results of further samples; [ ] = remark or other dose. Unless noted, calls come from the whole dose curve; as a rule, active = well fitted curve in the direction sought with a large enough effect; inconclusive = small, poorly fitted or top-dose-only effect, or another doubt; inactive = no such curve, though single readings can be large; an effect the other way counts as inactive or inconclusive. The list is partial. The share of hits here may be higher or lower than overall.

canonical_smiles | DRD3 antagonist | GLP1R inv ag | PTHR1 agonist | aSyn rescue | GLP-1R agonist | D3 ag | GLP1R cytotox | KB-V1 MDR tox | TDP43 rescue
OC(c1cccnc1)c1cccs1 (stereo not drawn) | 11 | 23% | -10%[57.5 µM] | -8% | 3% | -5 | -20% | 6% | -11%
CC(C)CCn1c(N2CCCC2)nc2c1c(=O)[nH]c(=O)n2C | 10 | 88%[activator] | ? | -1% | -2% | -1 | 1% | 6% | -21%
CCOCCCNC(=O)c1c(C)c(C(=O)OCC)n(C)c1C | -16 | 0% | i | 2% | -2% | 9 | 10% | 2% | -12%
CCSc1ccc([C@@H]2[C@H]3C(=O)N(CC)C(=O)[C@H]3[C@]3(C(=O)OC)CCCCN23)cc1 | 3 | ? | -6% | 6% | -3% | 7 | 8% | -3% | -23%
CCCS(=O)(=O)N1CCc2ccc(NC(=O)C3CCCO3)cc2C1 (stereo not drawn) | 38 | 19% | -16% | 1% | -1% | 6 | 4% | . | ?
O=C(/C=C/c1ccccc1)NCc1ccco1 | -20 | 1% | -23% | -1% | 8% | -1 | -5% | 16% | -20%
Cc1cc(N2C(=O)C(O)=C(C(=O)c3ccco3)C2c2cccc(O)c2)no1 (stereo not drawn) | -1 | -14% | i | -4% | -2% | 5 | 0% | ? | -6%
O=C(Nc1ccc(Cl)cn1)C1CCCN1S(=O)(=O)c1cccc2ccccc12 (stereo not drawn) | ? | 0% | -30% | . | -1% | -1 | 0% | -20% | ?
CCOC(=O)C1=C(C)N(C)C(=O)NC1c1cc2c(cc1[N+](=O)[O-])OCO2 (stereo not drawn) | 25 | 6% | -6% | 9% | 17% | 8 | -4% | -7% | -9%
O=C(Nc1cccc(C(=O)O)c1)/C(=C\c1ccccc1)NC(=O)c1ccco1 | 50 | 3% | i | -5% | 0% | -5 | 0% | ? | ?
COc1cc(OC)nc(Oc2cccc(C(F)(F)F)c2)n1 | 2 | 35%[activator] | i | -9% | 2% | 6 | 3% | ? | 3%
Oc1ccc(C[C@@H](CN2CCC[C@@H]2CN2C(=S)NC[C@@H]2Cc2ccccc2)N2C[C@H](Cc3ccccc3)N(CCc3ccccc3)C2=S)cc1 | -15 | ? | -22% | -29% | -3% | -19 | 2% | 9% | 21%
COc1cccc(NC(=S)N2CCN(S(=O)(=O)c3ccccc3)CC2)c1 | 0 | -20% | -32% | 2% | 15% | 12 | -6% | 0% | -4%
CC(=O)N(C1=C(N2CCOCC2)C(=O)c2ccccc2C1=O)c1ccc(C(=O)O)cc1 | 16 | ? | -8% | 2% | -5% | -5 | ? | 6% | 9%
CC(C)Oc1cc(F)ccc1-c1cc(C(=O)Nc2ccccc2)[nH]n1 | -6 | 11µM* | -13% | -6% | 28% | 1 | -2% | -9% | 28%

Some of these compounds in order of molar mass, lowest first:
canonical_smiles | DRD3 antagonist | GLP1R inv ag | PTHR1 agonist | aSyn rescue | GLP-1R agonist | D3 ag | GLP1R cytotox | KB-V1 MDR tox | TDP43 rescue
OC(c1cccnc1)c1cccs1 (stereo not drawn) | 11 | 23% | -10%[57.5 µM] | -8% | 3% | -5 | -20% | 6% | -11%
O=C(Nc1cccc(C(=O)O)c1)/C(=C\c1ccccc1)NC(=O)c1ccco1 | 50 | 3% | i | -5% | 0% | -5 | 0% | ? | ?
COc1cccc(NC(=S)N2CCN(S(=O)(=O)c3ccccc3)CC2)c1 | 0 | -20% | -32% | 2% | 15% | 12 | -6% | 0% | -4%

The results go on.
canonical_smiles | DRD3 antagonist | GLP1R inv ag | PTHR1 agonist | aSyn rescue | GLP-1R agonist | D3 ag | GLP1R cytotox | KB-V1 MDR tox | TDP43 rescue
CC(=O)Nc1ccc(S(=O)(=O)NCCC(=O)NCc2ccncc2)cc1 | -1 | 7% | i | 0% | -4% | 5 | -7% | 21% | 19%
CC1(C)CC(=O)N(c2cccc(C(F)(F)F)c2)C(=O)C1 | -1 | 8% | -4% | 0% | -6% | -1 | 2% | -14% | -3%
CC(=O)c1cccc(OCc2cc(C(=O)N3C[C@H]4CC[C@H]3C4)no2)c1 | -4 | 1% | i | 0% | -1% | 16 | 2% | 4% | 28%
CN(Cc1ccccc1)C(=O)c1ncn2c1c(=O)[nH]c1cccnc12 | 8 | 12% | -29% | -18% | -7% | -2 | 0% | 9% | ?
Cn1c(=O)c2c(nc(N3CCCC3)n2CC(O)CO)n(C)c1=O (stereo not drawn) | 0 | -2% | i | 1% | -4% | -3 | -2% | -5% | -22%
CCOc1ccc(-c2c(C#N)c(N)nc3c2c(=O)n(C)c(=O)n3C)cc1OC | 11 | 8% | i | 4% | -6% | 1 | -15% | -1% | -1%
NC(=O)C1(Nc2ccc(-c3ccccc3)cc2)CCCC1 | 0 | ? | -10% | 14% | 1% | -13 | -23% | 3% | ?
COc1ccc(-n2ccnc(NCCc3ccc(Cl)cc3)c2=O)cc1OC | . | -3% | -17% | . | . | 2 | 5% | -2% | 33%
O=S(=O)(Cc1ccccc1)Nc1ccc(Br)cn1 | -18 | -8% | i | -4% | -2% | -8 | -7% | 0% | -21%
Cc1nc(C(=O)NC2CCOCC2)sc1C1(C)CC(c2ccccc2)=NO1 (stereo not drawn) | 42 | 9% | i | 1% | 0% | -6 | ? | -10% | 2%
Cc1cc(C)cc(NC(=S)N(Cc2ccc(Cl)cc2)Cc2ccc(C(=O)O)cc2)c1 | 7 | ? | -17% | -58%[inhibitor] | 8% | 4 | -15% | 0% | -27%[1.82 µM]
CC(=O)Nc1c2c(nn1-c1ccc(Cl)cc1)CSC2 | -8 | 14% | -19% | -5% | 1% | -4 | -3% | -3% | 15%
CCc1ccc(-c2nc(SCC(=O)N(CCOC)c3c(N)n(Cc4ccccc4)c(=O)[nH]c3=O)n[nH]2)cc1 | 5 | -4% | -19% | 2% | -2% | 7 | -9% | -2% | 1%
N#CC(C(=O)Nc1ccccc1)=C1Nc2ccccc2N1 | 0 | -18% | -4%[57.5 µM] | -1% | 0% | 2 | -3% | -3% | ?
CCC(C(=O)OC)(C(=O)OC)c1ccc([N+](=O)[O-])cc1 | -10 | 8% | i | 8% | 10% | 5 | 2% | -18% | .
Cc1nc(C(F)(F)F)ccc1C(=O)N1CCC1(C)C(=O)NS(=O)(=O)c1ccc2ccccc2c1 (stereo not drawn) | -19 | 3% | -14% | 0% | 2% | -1 | 5% | -14% | 13%
CCOc1ccc(OCc2ccc(C(=O)NN=Cc3ccc[nH]3)cc2)cc1 | 0 | ? | -18% | -9% | -17% | 3 | 2.2µM* | 20% | 18%
COC(=O)c1ccccc1NC(=O)CSc1nc2ccccc2nc1Cc1ccc(F)cc1 | . | 16% | -23% | . | . | -13 | 6% | ? | -2%
CCN(CC)C(=O)C(=O)Nc1ccc(Oc2ccccc2)cc1 | 8 | ? | -12% | 0% | 7% | 6 | -14% | 11% | 0%
COc1cc2[nH]c(=S)nc(NC3CCCCCC3)c2cc1OC | -14 | ? | i | -1% | 5% | -13 | -8% | 3% | -9%
CCOc1ccc(NC(=O)c2nnn(CC(=O)Nc3ccccc3OCC)c2N)cc1 | 1 | -24% | -5%[57.5 µM] | 1% | 5% | 1 | -16% | 13% | -6%
Cc1ccc2c(=O)cc(C(=O)Nc3ccc(S(=O)(=O)Nc4ncccn4)cc3)oc2c1C | . | 9% | -9% | . | . | 1 | -2% | 0% | 17%
O=C(Cn1cc(C(=O)c2ccco2)c2ccccc21)Nc1ccccc1 | 13 | ? | i | 3% | -11% | 6&-1 | -6%&-20% | -17%&-15% | 6%&13%
COc1ccc(C(=O)C2CCN(C(=O)c3ccco3)CC2)cc1 | 3 | 4% | -3% | -11% | 2% | 1 | -2% | 23µM* | 2%
Cc1c(NC(=O)CSc2nnc(N)s2)c(=O)n(-c2ccccc2)n1C | 0 | 7% | i | 3% | 4% | 3 | 7% | -5% | 22%
COc1ccc(C2/C(=C(/O)c3ccc(OC(C)C)cc3)C(=O)C(=O)N2CCCN2CCOCC2)cc1 (stereo not drawn) | -3 | 12% | -19% | -6% | 2% | -14 | 12% | 1% | -19%
Cc1c(NS(C)(=O)=O)cccc1-c1nc2ccccc2s1 | . | -20% | -48%[inhibitor] | . | . | 8 | -3% | ? | ?
Cc1nn(C(C)C(=O)N2CCOCC2)c(C)c1[N+](=O)[O-] (stereo not drawn) | 0 | 17% | -1% | -7% | -1% | 16 | 1% | 7% | -14%
O=C1NC(=Nc2ccccc2)SC1(CO)CO | -2 | 12% | -14% | -3% | 3% | -12 | 0% | -8% | 2%
C[C@@H]1CCCCO[C@H](CN(C)S(=O)(=O)c2cccs2)[C@@H](C)CN([C@H](C)CO)C(=O)c2cc(NC(=O)C3CCCCC3)ccc2O1 | ? | 2% | -16% | 1% | 7% | -1 | 0% | 6% | 9%
O=C(CSc1nnc(-c2ccco2)n1-c1ccccc1)NCc1ccco1 | ? | 8% | i | -3% | 0% | 0 | 5% | -8% | -4%
O=C(CSc1nnnn1-c1ccccc1F)Nc1nc2ccccc2s1 | ? | 16% | -36% | 1% | 6% | -16 | 3% | -4% | -29%
CCOc1ccc(N2C(=O)/C(=C/c3ccc(C)o3)N(C)C2=S)cc1 | -6 | 11% | i | -43%[inhibitor] | -9% | 3 | 3%[1.53 µM] | 8% | 2%
CCOC(=O)C1CCN(C(=O)CCC2CCCC2)CC1 | -9 | 6% | i | -2% | 12% | 1 | 1% | 6% | 5%
CC1=C(C(=O)N(C)Cc2ccccc2)C2(CCC(C)CC2)OC1=O (stereo not drawn) | -6 | 6% | i | 2% | 4% | 0 | 6% | 0% | ?
